CSM14.1 death rescue: rescue of cells from ER stress-induced death, primary screen, 384-well, CSM14.1, thapsigargin, ATP luminescence (AID 1222); CSM14.1 thapsigargin-induced death rescue, ATP luminescence; higher % means a stronger effect; cellular ATP content (survival), % at 20 µM; hits with a dose series show EC50 in µM; 190,000 tested, under 10 active;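 active = EC50 below 50 µM in the dose-response confirmation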;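 also: death triggered by thapsigargin at about 15 µM added after 2 h compound pretreatment; cell ATP read after overnight thapsigargin exposure of roughly 18 to 22 hours; normalized against plate controls of thapsigargin alone and 5% DMSO vehicle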
XIAP antagonists: XIAP antagonists, biochemical, IAP family, fluorescence polarization (AID 1018); XIAP BIR domain, fluorescence polarization peptide displacement; higher % means a stronger effect; E3 ubiquitin-protein ligase XIAP (Homo sapiens); one-dose displacement, % at 20 µM; IC50 in µM for titrated hits; hit rate 0.007% among 200,000; in the data active = displacement above about 50%; also: a part of the inactive calls stands beside numbers as strong as those of hits
M17LAP inhibition: P. falciparum M17LAP inhibitors, primary screen, biochemical, fluorogenic H-Leu-NHMec substrate, 1536-well (AID 1619) | Leucine aminopeptidase (Plasmodium falciparum (isolate 3D7)) | recombinant M17LAP, H-Leu-NHMec fluorogenic kinetic assay; higher % means a stronger effect | inhibition, % at 30 µM; hits with a dose series show IC50 in µM | hit rate 0.38% among 220,000;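 active = compound inhibiting the enzyme by more than half at any dose during confirmatory dose-response retesting; inconclusive = strong single-dose inhibitors picked by rank but not retested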;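 also: plate controls were full reaction with DMSO carrier for no effect and no enzyme background for full effect; strong numbers were not always called active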
M1AAP inhibition: P. falciparum M1AAP inhibitors, biochemical, fluorogenic H-Leu-NHMec substrate, 1536-well (AID 1445); one-dose inhibition, % at 30 µM; IC50 in µM for titrated hits; recombinant M1AAP, H-Leu-NHMec fluorogenic kinetic assay; higher % means a stronger effect; hit rate 0.42% among 220,000;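 active = primary inhibition above the hit cutoff, then over 50% inhibition at one or more dose response concentrations, cut at about 23% in these data, passing the limit was not always enough; inconclusive = conflicting primary data, or primary hits not chosen for dose response; inactive = low primary inhibition, or under 50% at every dose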;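 also: plate controls were DMSO full reaction for no effect and no enzyme background for full effect; strong numbers were not always called active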
Salmonella PhoP GFP: inhibitors of PhoP regulon expression, primary screen, Salmonella Typhimurium, GFP reporter (AID 1863); inhibition, % at 50 µM, or IC50 in µM where a hit was titrated; hit rate 0.16% among 300,000; S. Typhimurium PhoP-regulated promoter GFP reporter, 4 h; higher % means a stronger effect;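 active = inhibition over 29.93%, a cutoff 3 SD above the screen mean, later confirmed by dose response; inconclusive = inhibition over 29.93% but no dose response follow-up; inactive = inhibition at most 29.93% or unconfirmed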;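 also: 0% = low Mg2+ inducing control and 100% = high Mg2+ repressing control; strong numbers were not always called active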
SIAH1 antagonists: Siah-1 peptide-binding antagonists, primary screen, biochemical, fluorescence polarization, rhodamine-plectin, uHTS (AID 1817) | Siah-1 / rhodamine-plectin peptide fluorescence polarization; higher % means a stronger effect | hit rate 0.02% among 290,000 | one-dose displacement, % at 20 µM; IC50 in µM for titrated hits;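 active = displacement of at least 50% at 20 µM, with a fluorescence ratio check between 0.3 and a set limit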;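 also: plate controls were Siah plus tracer with DMSO for no effect and tracer alone without Siah for full effect; strong numbers were not always called active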
Yfh1-depleted yeast: enhancers of respiration in Yfh1-depleted yeast, dose response, Friedreich's ataxia, plus single-dose screen (AID 1465). S. cerevisiae Yfh1-off respiration, WST-1 reduction, 72 h; higher fold induction means a stronger effect. fold induction at 50 µM; hits with a dose series show EC50 in µM. hit rate 0.074% among 220,000;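 active = fold induction of absorbance versus untreated yeast above a set limit, then at least 30% activation at any dose in follow-up; inconclusive = repeats straddling the limit, or above it without dose testing; inactive = fold induction below the set limit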;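 also: activators that raise dye reduction in frataxin-depleted yeast; strong numbers were not always called active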
PMI inhibition: human PMI inhibitors, high substrate, primary screen, biochemical, fluorescence intensity, high mannose 6-phosphate (AID 1220); hit rate 0.66% among 190,000; recombinant PMI enzyme, coupled fluorescence intensity; higher % means a stronger effect; inhibition, % at 20 µM, or IC50 in µM where a hit was titrated; in the data active = inhibition above about 50%
West Nile antiviral: West Nile virus antiviral activity, cell-based, CPE readout (AID 1621); West Nile virus-infected cells, CPE inhibition; higher % means a stronger effect; hit rate 0.02% among 290,000; one-dose CPE inhibition, % at 10 µM; IC50 in µM for titrated hits; in the data active = a potency from the dose series; inconclusive = CPE inhibition mostly from about 3.7% at the one dose, without a potency; inactive = the rest, 99 in 100 with CPE inhibition below about 2.2%; also: strong numbers were not always called active
* marks the source's active call; other numbers are inactive results; i = inactive; ? = inconclusive; · = no result given.

SMILES	CSM14.1 death rescue	XIAP antagonists	M17LAP inhibition	M1AAP inhibition	Salmonella PhoP GFP	SIAH1 antagonists	Yfh1-depleted yeast	PMI inhibition	West Nile antiviral
Cc1cc(C)c(-c2cc(NC(=O)COC(=O)c3ccc(C#N)cc3)n(-c3ccccc3)n2)cc1C	-1.7%	-3.9%	10%	1%	-11%	3%	i	5%	-0.9%
O=C(CSc1oc(-c2cccs2)nc1S(=O)(=O)c1ccc(F)cc1)NCC1CCCO1 (stereo unspecified)	-0.2%	-5.2%	-4%	-1%	-5%	-1%	i	10%	-0.3%
Cc1cc(Nc2ccccc2)n(CCO)n1	-0.8%	-6.6%	-5%	11%	-4%	1%	i	1%	-0.1%
COc1ccc2[nH]c(=O)c(CN(CC3CCCO3)C(=S)Nc3ccccc3)cc2c1 (stereo unspecified)	3.8%	-5.8%	-10%	0%	-8%	5%	i	·	0.0%
COc1ccc2nc(NC(=O)C3=NN(c4ccccc4)C(=O)CC3)sc2c1	-4.4%	-42%	11%	20%	15%	6%	i	2%	-0.4%
CCCCCCCC(=O)NNC(=O)CC(=O)Nc1ccccc1C(=O)O	-2.7%	-9.1%	30%	8%	7%	3%	i	0%	0.1%
O=C(Cc1cccs1)N/N=C/c1ccco1	-2.5%	-5.2%	12%	-4%	-1%	-1%	i	12%	-1.1%
N#C/C(=N/Nc1ccc(S(=O)(=O)N2CCOCC2)cc1)C(N)=O	-0.7%	-4.5%	52%	21%	-5%	3%	i	-2%	0.9%
Nc1ccnn1Cc1cccnc1	-2.0%	-8.6%	1%	5%	0%	-2%	i	8%	0.2%
Cc1oc2ccccc2c1CC(=O)NCCCN(C)C	·	·	-5%	4%	-2%	17%	i	·	0.1%
CCNc1ccccc(C(=O)/C=C/c2ccc3c(c2)OCO3)c1=O	2.2%	-2.4%	30%	11%	-10%	-6%	i	-40%	0.2%
COc1ccc(C)cc1N(C(=O)COc1cccc(F)c1)c1nc2ccccc2s1	2.2%	-7.6%	-5%	6%	-11%	5%	i	9%	0.1%
CCCc1ccc(OCc2ccc(C(=O)O)o2)c(OC)c1	-1.3%	3.4%	29%	1%	-2%	8%	i	10%	0.0%
Fc1ccc(-c2csc3ncnc(Cl)c23)cc1	3.0%	-9.7%	13%	7%	3%	-2%	i	17%	-0.3%
CCc1ccc2nc(N=C(N)N)nc(C)c2c1	-3.6%	-7.7%	13%	6%	12%	-1%	i	9%	0.1%
COc1ccccc1NC(=O)N(Cc1cc2cc(OC)c(OC)cc2[nH]c1=O)CC1CCCO1 (stereo unspecified)	2.1%	-4.9%	-2%	6%	12%	-3%	i	10%	0.1%
COC(=O)Cc1csc(Nc2ccc(Cl)cc2)n1	0.7%	-3.6%	10%	4%	-2%	-1%	i	-4%	-1.1%
Cc1ccccc1NS(=O)(=O)c1ccc(NC(=O)c2ccco2)cc1	-2.9%	-1.7%	-1%	-7%	-1%	1%	·	5%	-0.5%
O=C(NC1CCCCCCC1)C1CCCN(S(=O)(=O)c2cnc[nH]2)C1 (stereo unspecified)	-0.3%	2.6%	2%	5%	-4%	1%	i	-8%	0.1%
CC(C)NC(=O)c1ccccc1NC(=O)Cc1ccc(Br)cc1	0.7%	3.5%	3%	-2%	-2%	1%	i	7%	-0.2%
CCN(CC)CCCNc1nc(CN2CCOCC2)nc2sc3c(c12)CCC3	0.4%	-4.9%	-2%	-1%	-2%	16%	i	5%	-0.4%
COc1ccccc1CCNC(=O)c1nc(-c2cccs2)no1	0.9%	-5.1%	1%	3%	4%	6%	i	8%	-0.3%
Nc1ccc(O)c(-c2nc3ccccc3s2)c1	-1.2%	-4.1%	85%	2%	-1%	8%	i	35%	0.0%
COc1cc(CNC(C)C)c(Br)cc1OC1CCCC1	-2.4%	-4.9%	-2%	3%	6%	7%	i	12%	-0.3%
O=C(CCNc1cccc(F)c1)c1cccc([N+](=O)[O-])c1	-0.3%	-0.5%	1%	8%	4%	3%	i	41%	?
Nc1ccc(S(=O)(=O)Nc2ccccn2)cc1	-4.0%	-13%	-12%	18%	-2%	7%	i	-17%	0.9%
O=C(NCCN1CCCCC1)c1c(O)c2ccccc2[nH]c1=O	-0.3%	-0.8%	0%	9%	19%	-1%	i	16%	-0.3%
COc1cc(Cl)c(C)cc1NC(=O)CSc1ccc(C)cc1	3.5%	-3.5%	-2%	-2%	-7%	2%	i	18%	-0.2%
CC1(C)Cc2c(c(-c3ccco3)nc3sc4c(NCCN5CCOCC5)ncnc4c23)CO1	0.8%	-19%	10%	7%	5%	9%	i	4%	-0.4%
CCOc1ccc(N2C(=O)CC(N3CCC(O)(c4ccc(Br)cc4)CC3)C2=O)cc1 (stereo unspecified)	-1.1%	-20%	-8%	2%	-8%	-3%	i	8%	0.4%

Record cards (already shown). Order of screens: CSM14.1 death rescue | XIAP antagonists | M17LAP inhibition | M1AAP inhibition | Salmonella PhoP GFP | SIAH1 antagonists | Yfh1-depleted yeast | PMI inhibition | West Nile antiviral
COc1cc(Cl)c(C)cc1NC(=O)CSc1ccc(C)cc1 is entered as 3.5% | -3.5% | -2% | -2% | -7% | 2% | i | 18% | -0.2%
Cc1ccccc1NS(=O)(=O)c1ccc(NC(=O)c2ccco2)cc1 is entered as -2.9% | -1.7% | -1% | -7% | -1% | 1% | · | 5% | -0.5%

(further entries)
SMILES	CSM14.1 death rescue	XIAP antagonists	M17LAP inhibition	M1AAP inhibition	Salmonella PhoP GFP	SIAH1 antagonists	Yfh1-depleted yeast	PMI inhibition	West Nile antiviral
O=C(c1cccc(Cl)c1)N1CCC(=O)N(C(COCc2ccccc2)Cc2ccccc2)CC1 (stereo unspecified)	-4.2%	-4.9%	7%	3%	3%	10%	i	2%	-1.7%
Cc1cc(=O)n(CC=C(Cl)Cl)c2ccccc12	3.4%	0.0%	7%	-5%	23%	4%	i	-4%	0.5%
CCOC(=O)c1[nH]c2ccccc2c1NC(=O)C(CC)CC	0.0%	-4.7%	-7%	4%	3%	-1%	i	4%	?
CC(=O)c1c(C)[nH]c(C2=NNC(=NC(C)(C)C)SC2)c1C	-2.3%	-9.9%	23%	5%	-6%	-3%	i	-37%	-0.5%
CCCN1CCC(=NNC(=O)CSc2cc(C)c(Br)cc2C)CC1	-0.5%	-4.4%	-2%	1%	3%	-6%	i	-3%	-0.2%
O=c1c2cn[nH]c2nc(SCc2ccccc2F)n1-c1ccc(Br)cc1	-2.6%	-0.6%	4%	-1%	1%	4%	i	4%	2.5%
C/C(=N\O)c1ccc2[nH]ccc2c1	0.5%	-2.9%	7%	10%	13%	1%	i	1%	-0.1%
O=C1c2ccccc2NC(c2ccccc2)N1NS(=O)(=O)c1ccccc1 (stereo unspecified)	-3.9%	-5.8%	-7%	0%	3%	7%	i	4%	-0.2%
CCOC(=O)C1CCN(C(=O)c2cccc(C(=O)N3CCC(C(=O)OCC)CC3)c2)CC1	·	-3.4%	4%	12%	-8%	-1%	i	3%	-0.3%
CCCCNC(=O)OCC(CC)NC(=O)OC(C)C (stereo unspecified)	-1.3%	-4.0%	2%	14%	-7%	0%	i	2%	-0.2%
O=C(NCCOc1ccccc1Cl)C(=O)NCCOc1ccccc1Cl	0.5%	-3.9%	0%	7%	3%	3%	i	-14%	0.0%
O=C(C[n+]1ccc2ccccc2c1)c1ccccc1	·	·	12%	-3%	19%	11%	i	·	-0.4%
C=CCNC(=O)c1ccccc1NC(=O)COc1ccc(OC)cc1	0.1%	-2.0%	1%	4%	-9%	4%	i	-3%	-0.8%
CN(C)S(=O)(=O)c1cccc(NC(=O)COC(=O)c2cccc(S(=O)(=O)N3CCc4ccccc4C3)c2)c1	0.8%	3.2%	1%	6%	24%	4%	i	0%	0.7%
Cc1cc(=O)[nH]c(CN2CCOCC2)n1	-1.0%	0.5%	-7%	-2%	2%	-1%	i	6%	-0.2%
CCOC(=O)c1cnc(-c2ccccc2)nc1Oc1ccccc1	-1.2%	-5.4%	1%	-2%	7%	4%	i	10%	0.2%
CN(C)/C=C1\C=C2C(=O)c3ccccc3N2C1=O	·	·	8%	12%	-196%	2%	i	·	0.5%
CCn1c(SCC(=O)N2c3ccccc3CCc3ccccc32)nnc1-c1ccc(OC)cc1	-0.4%	-5.5%	0%	3%	11%	-6%	i	0%	-0.6%
CC(NC(=O)c1ccco1)C(=O)OC(C)C(=O)NCc1ccccc1 (stereo unspecified)	-0.5%	-9.4%	-6%	-4%	19%	0%	i	1%	-0.1%
C=CCSc1nc(NC)c2sccc2n1	10%	-3.1%	5%	10%	6%	1%	i	-3%	0.1%
CN(C)S(=O)(=O)c1ccc(NC(=O)C2CC3C=CC2C3)cc1 (stereo unspecified)	0.2%	-11%	6%	4%	14%	1%	i	4%	-0.1%
Cc1ccccc1-c1nsc(SCC(=O)NCc2ccc3c(c2)OCO3)n1	-2.4%	-3.9%	2%	2%	-15%	1%	i	6%	-1.3%
Cc1nc2c(C#N)c[nH]n2c(=O)c1Cc1ccccc1	-1.5%	-1.4%	9%	5%	-10%	-1%	i	-6%	0.6%
CN1CCN(c2ccc(Cl)cc2NC(=O)c2ccc(S(=O)(=O)N3CCCCCC3)cc2)CC1	·	-4.0%	-8%	17%	21%	-2%	i	22%	-0.4%
Cc1ccc(N(CC(=O)NC2CC3CCC2C3)S(C)(=O)=O)cc1C (stereo unspecified)	-0.1%	-2.6%	13%	3%	-7%	2%	i	-3%	0.3%
CCOC(=O)c1[nH]c2ccc(OC)cc2c1NC(=S)N1CCN(c2cccc(Cl)c2)CC1	0.7%	0.0%	-3%	1%	-8%	-2%	i	27%	-1.0%
CC(C)C(=O)c1cn(CC(=O)NCc2ccco2)c2ccccc12	-1.0%	-0.6%	-9%	3%	-5%	7%	i	-1%	-0.1%
Cc1cc(C)nc(N/N=C/C2=C(O)CC(c3ccccc3)CC2=O)n1 (stereo unspecified)	·	·	-10%	19%	-3%	-4%	i	·	0.1%
CCCCNC(=O)N1CCN(C(=O)c2ccco2)CC1	-0.2%	-15%	0%	3%	-8%	-2%	i	10%	0.7%
O=C(Nc1ncnc2c1ncn2C1OC(COC(=O)c2ccccc2)C(F)C1O)c1ccccc1 (stereo unspecified)	1.3%	-1.5%	5%	3%	2%	0%	i	2%	0.6%
CCc1cc(-c2n[nH]c(=S)n2N)n(C)n1	-0.2%	-4.3%	-1%	5%	-5%	3%	i	20%	0.6%

Bioassay records: PubChem, several laboratories
